High-throughput results: PubChem, National Center for Advancing Translational Sciences (NCATS)
GLP1R ag: qHTS of GLP-1 Receptor Agonists | Potency, µM (series often up to 45.6 µM), for inactives: at the highest dose activation, most hits filed as activators | AID 624172, 2012 | 380,000 compounds, 0.007% hits | Glucagon-like peptide 1 receptor (Homo sapiens), P43220 | HEK293 GLP-1R CRE-luciferase, luminescence, 4-6 h; cells express a hypersensitive GLP-1R form; note: potency is the fitted concentration of half-maximal effect; % of control where 0% means no effect
IL-2 act: qHTS of IL-2 Activators; 360,000 compounds, 0.065% hits; activation, % (series mostly up to about 46 µM); IL-2 activation reporter assay, cell-based qHTS; stimulated with anti-CD3/CD4/CD28 beads; in transgenic mouse T cells; AID 652025, 2013; in the data active = activation above about 50%; inconclusive = mostly about 30% to 49%; note: 0% is about no effect
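Readout is EGFP and DsRed signal by fluorescent plate cytometry after 18 h at 37 degrees C. Transgenic mouse T cells (750/well) received compound for 60 min before bead stimulation (anti-CD3, anti-CD4, anti-CD28); memory T cells served as non-tolerant control.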
GLP1R cytotox: qHTS of GLP-1 Receptor Inverse Agonists: Cytotox Screen | HEK293 cAMP-luciferase reporter cells, luminescence, 24 h | Potency, µM (top dose mostly 38.3 µM), without a hit: at the top dose activity change, negative = inhibition, most hits filed as inhibitors | 410,000 compounds, 0.13% hits;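 note: loss of luciferase light is scored as toxicity; potency is the fitted concentration of half-maximal effect; % is set by controls: 0 for no effect and ±100 for the full control effect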
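Luminescence readout: signal drop marks cytotoxicity. Plated cells grew 12 h at 37 °C, 5% CO2, received 23 nL compound for 24 h, then got luciferase reagent, read after 12 min at RT.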
PLK1 PBD inh: qHTS for Inhibitors of PLK1-PDB (polo-like kinase 1 - polo-box domain): Primary Screen; Potency, µM, without a hit: max response, negative = inhibition, most hits filed as inhibitors; Plk1 PBD binding of FITC phosphopeptide, fluorescence polarization; Serine/threonine-protein kinase PLK1 (Homo sapiens), P53350; 360,000 compounds, 2.8% hits; AID 720504, 2013; note: potency is the fitted concentration of half-maximal effect; series mostly up to about 57 µM; % is set by controls: 0 for no effect and ±100 for the full control effect; nearly all actives have a fitted effect of over 65% in size
Target sequence (P53350 whole entry, looked up, the tested form may be a part): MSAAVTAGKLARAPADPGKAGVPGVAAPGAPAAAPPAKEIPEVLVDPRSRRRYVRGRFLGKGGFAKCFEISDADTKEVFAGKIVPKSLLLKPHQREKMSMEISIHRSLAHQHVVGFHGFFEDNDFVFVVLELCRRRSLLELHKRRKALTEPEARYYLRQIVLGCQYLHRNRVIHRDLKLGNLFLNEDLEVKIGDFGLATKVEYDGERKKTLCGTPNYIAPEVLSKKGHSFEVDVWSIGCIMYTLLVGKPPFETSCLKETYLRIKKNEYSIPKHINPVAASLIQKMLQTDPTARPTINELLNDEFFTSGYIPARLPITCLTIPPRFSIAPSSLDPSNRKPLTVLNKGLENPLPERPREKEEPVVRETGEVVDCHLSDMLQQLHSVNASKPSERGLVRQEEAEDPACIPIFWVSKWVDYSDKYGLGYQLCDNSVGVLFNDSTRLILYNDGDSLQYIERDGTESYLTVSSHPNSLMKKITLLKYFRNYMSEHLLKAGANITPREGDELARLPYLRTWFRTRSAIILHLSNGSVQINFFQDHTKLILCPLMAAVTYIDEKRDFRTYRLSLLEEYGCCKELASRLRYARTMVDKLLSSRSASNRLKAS
PI5P4Ka inh: qHTS for Inhibitors of phosphatidylinositol 5-phosphate 4-kinase (PI5P4K). Phosphatidylinositol 5-phosphate 4-kinase type-2 alpha (Homo sapiens), P48426. PI5P4Kalpha enzyme, ADP-Glo luminescence, 60 min; stronger effect = lower value. max response, %. 330,000 compounds, 1.2% hits; active = max response of -50% or lower; inconclusive = between -30% and -50%; inactive = -30% or higher; note: value at the top dose of about 77 µM; % is set by controls: 0 for no effect and ±100 for the full control effect
Target sequence (P48426 whole entry, looked up): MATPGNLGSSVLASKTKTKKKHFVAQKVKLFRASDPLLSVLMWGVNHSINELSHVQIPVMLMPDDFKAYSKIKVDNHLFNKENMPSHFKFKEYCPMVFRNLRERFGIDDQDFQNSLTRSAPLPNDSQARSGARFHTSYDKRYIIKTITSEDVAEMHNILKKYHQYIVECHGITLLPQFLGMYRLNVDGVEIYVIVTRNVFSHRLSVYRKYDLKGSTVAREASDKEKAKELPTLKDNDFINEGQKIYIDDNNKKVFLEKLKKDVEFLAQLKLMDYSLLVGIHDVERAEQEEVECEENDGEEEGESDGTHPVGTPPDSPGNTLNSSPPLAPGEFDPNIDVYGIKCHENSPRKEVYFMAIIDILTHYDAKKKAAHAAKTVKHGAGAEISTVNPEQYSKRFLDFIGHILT
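ADP-Glo luminescence end-point after a 60 min room-temperature kinase reaction. PI5P4Kalpha and substrate in HEPES pH 7.4 buffer with EGTA, 0.1% CHAPS and 5% DMSO; ATP at 5 microM final.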
EPAC1 ag: qHTS for Agonist of cAMP-regulated guanine nucleotide exchange factor 3 (EPAC1): primary screen. Rap guanine nucleotide exchange factor 3 (Homo sapiens), O95398. EPAC1 agonist qHTS, biochemical assay; response scale: 100% = response to 6.5 mM cAMP. Potency, µM (series often up to 154 µM), for inactives: top-dose activation, actives largely listed as activators. 360,000 compounds, 0.073% hits. AID 720707, 2013; note: potency is the fitted concentration of half-maximal effect; nearly all actives have a fitted effect of over 60% in size
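Compounds were pinned as a concentration titration into mixtures of EPAC1 (100 nM), BODIPY-GDP-loaded Rap1B (250 nM) and GDP (50 uM). After 5 min at room temperature, fluorescence was followed for 30 min; activity was scaled to 6.5 mM cAMP.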
GLP1R inv ag: qHTS of GLP-1 Receptor Inverse Agonists (Inhibition Mode); HEK293 GLP-1R CRE-luciferase, luminescence, 24 h; GLP-1R form is constitutively active; Glucagon-like peptide 1 receptor (Homo sapiens), P43220; 410,000 compounds, 1.6% hits; Potency, µM (series often up to 38.3 µM), without a hit: at the highest dose activity change, negative = inhibition, hits mostly inhibitors; note: potency is the fitted concentration of half-maximal effect; % is set by controls: 0 for no effect and ±100 for the full control effect; nearly all actives have a fitted effect of over 55% in size
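Inverse agonists were sought by their lowering of basal cAMP reporter luciferase output in HEK293 cells stably carrying constitutively active human GLP-1R, after 24 h compound treatment.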
PTHR1 agonist: qHTS for PTHR1 Agonists: Primary Screen. Parathyroid hormone/parathyroid hormone-related peptide receptor (Homo sapiens), Q03431. HEK293 GP2 PTHR1 cells, GloSensor cAMP luminescence, 1 h. Potency, µM (doses to about 115 µM), inactives show at the top dose activation, actives largely listed as activators. 410,000 compounds, 0.075% hits. AID 743266, 2014; note: potency is the fitted concentration of half-maximal effect; nearly all actives have a fitted effect of over 55% in size; some results filed as inactive show a strong effect at the top dose; inactives centre near -15; many of its hits are not listed in these tables
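HEK-293-derived GP2 cells expressing PTHR1 and a GloSensor cAMP reporter, 3,000/well, plated overnight, given luciferin plus IBMX (each 0.5 mM as added) for 1 h at 37 °C, then compound for 1 h at 37 °C. Luminescence was read after 15 min at room temperature.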
EPAC1 antagonist: qHTS for Antagonist of cAMP-regulated guanine nucleotide exchange factor 3 (EPAC1): primary screen; Rap guanine nucleotide exchange factor 3 (Homo sapiens), O95398; EPAC1 GEF assay, Rap1b-BODIPY-GDP exchange fluorescence; Potency, µM (titrated, usually from 115 µM), inactives show at the highest dose activity change, negative = inhibition, most hits filed as inhibitors; 360,000 compounds, 0.14% hits; AID 720709, 2013;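 note: potency is the fitted concentration of half-maximal effect; plate controls were vehicle for no effect and positive control for full effect; nearly all actives have a fitted effect of over 50% in size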
Starred values were filed as active, the others as inactive; i = inactive; ? = inconclusive; . = no result given; [ ] = another dose, or the depositor's remark. Unless noted, calls come from the whole dose curve; as a rule, active = well fitted curve in the direction sought with a large enough effect; inconclusive = small, poorly fitted or top-dose-only effect, or another doubt; inactive = no such curve, though single readings can be large; an effect the other way counts as inactive or inconclusive. An excerpt; the hit share may differ from the screen's.

item	canonical_smiles	GLP1R ag	IL-2 act	GLP1R cytotox	PLK1 PBD inh	PI5P4Ka inh	EPAC1 ag	GLP1R inv ag	PTHR1 agonist	EPAC1 antagonist
1	CN(C)C/C=C/C(=O)Nc1cccc(-c2c[nH]c3ncnc(Oc4ccc(NC(=O)CC(=O)Nc5ccc(F)cc5)cc4F)c23)c1	-3%	1.3	-4%	0%	-50*	0%	?	11%	-13%
2	Cc1ccc(C)c(S(=O)(=O)N(C)C2(C)CCS(=O)(=O)C2)c1 (stereo not drawn)	2%	0.9	-6%	4%	-1	-9%	15%	i	10%
3	O=c1[nH]nc(CNc2ccc(OC(F)(F)F)cc2)c2ccccc12	30%	-4.1	23%	4%	-25	-10%	14%	-40%[inhibitor]	-19%
4	Cc1cc([N+](=O)[O-])ccc1NC(=O)c1cc2ccccc2o1	2%	0.2	6%	-9%	-18	-8%	24%	i	-10%
5	C[C@@H]1CN([C@H](C)CO)C(=O)c2cc(NC(=O)Nc3ccc(C(F)(F)F)cc3)ccc2O[C@H]1CN(C)S(=O)(=O)c1ccc(Cl)cc1	-3%	-0.8	-28%	1%	2	-10%	3.2µM*	-17%	-10%
6	CC(C)[C@H](NC(=O)c1ccco1)C(=O)N(C)Cc1c(F)cccc1Cl	9%	5.3	4%	-3%	-4	-2%	-25%	-4%	-25%
7	Cc1ccc(S(=O)(=O)Cn2nnnc2C(C(C)C)N2CCN(C(=O)c3ccco3)CC2)cc1 (stereo not drawn)	0%	0.7	-13%	-23%	4	3%	-30%	-6%[57.5 µM]	8%
8	CC(C)(C)OC(=O)NNC(=O)C12CC3CC(CC(C3)C1)C2	-3%	-0.6	-3%[7.66 µM]	4%	2	8%	0%[7.66 µM]	-28%	-11%
9	CCCOC(=O)Nc1ccc(S(=O)(=O)Nn2cnnc2)cc1	-6%	-1.8	10%	-7%	.	1%	4%	-7%[57.5 µM]	-5%
10	COc1cc(OC)cc(-c2c(-c3ccc(F)cc3)c3cc(-c4cccc5[nH]ccc45)ccc3n2C)c1	-5%	0.3	9%	-6%	12	6%	5.6µM*	-30%	14%
11	O=C(NCCC1=CCCCC1)C(=O)NCC1OCCCN1S(=O)(=O)c1ccccc1 (stereo not drawn)	0%	0.2	-5%	2%	3	-8%	0%	-29%	-2%
12	Cc1ccc(S(=O)(=O)N2CCN(C(=O)C3CCN(c4ncnc5sc(C)c(C)c45)CC3)CC2)c(C)c1	10%	-0.9	-15%	-9%	3	14%	0%	-4%	-9%
13	CCCCN1C[C@H](Cc2ccccc2)[C@@H](CC(=O)Nc2ccc(OC)cc2)C1=O	0%	-2.5	0%	4%	0	2%	-14%	-24%	-6%
14	Cc1cc(NC(=O)CSc2nnc(C(C)N(C)C)n2Cc2ccccc2)no1 (stereo not drawn)	12%	0.1	3%	-10%	-7	4%	0%	-3%	-1%
15	Cc1cccn2c(=O)c3cc(C(=O)NC4CCCC4)n(C)c3nc12	-2%	-3.9	9%	-9%	-2	1%	?	-1%	15%
16	CCn1nc(C)c(/C=N/NC(=O)Cn2nnnc2N)c1C	15%	0.3	1%	-6%	1	-11%	3%	i	-21%
17	CC(Sc1ccc(Cl)cc1)C(=O)NCc1cccnc1 (stereo not drawn)	1%	0.7	-18%	-14%	-7	-3%	-27%	6%[57.5 µM]	16%
18	Cc1ccccc1Oc1nnc(-c2cccs2)c2ccccc12	15%	-4.8	7%	-21%	0	16%	?	-11%	-17%
19	O=S(=O)(c1ccc(Oc2ccc(S(=O)(=O)N(CCO)CCO)cc2)cc1)N(CCO)CCO	0%	-2.0	1%	-3%	0	-1%	30%[activator]	-23%	-4%
20	O=C(NCc1ccco1)C1c2ccccc2Oc2ccccc21	-26%	-2.4	1%	-24%	-29	-2%	?	-10%	4%

Quoted at random: 6 records from the list.
item	canonical_smiles	GLP1R ag	IL-2 act	GLP1R cytotox	PLK1 PBD inh	PI5P4Ka inh	EPAC1 ag	GLP1R inv ag	PTHR1 agonist	EPAC1 antagonist
3	O=c1[nH]nc(CNc2ccc(OC(F)(F)F)cc2)c2ccccc12	30%	-4.1	23%	4%	-25	-10%	14%	-40%[inhibitor]	-19%
8	CC(C)(C)OC(=O)NNC(=O)C12CC3CC(CC(C3)C1)C2	-3%	-0.6	-3%[7.66 µM]	4%	2	8%	0%[7.66 µM]	-28%	-11%
7	Cc1ccc(S(=O)(=O)Cn2nnnc2C(C(C)C)N2CCN(C(=O)c3ccco3)CC2)cc1 (stereo not drawn)	0%	0.7	-13%	-23%	4	3%	-30%	-6%[57.5 µM]	8%
18	Cc1ccccc1Oc1nnc(-c2cccs2)c2ccccc12	15%	-4.8	7%	-21%	0	16%	?	-11%	-17%
19	O=S(=O)(c1ccc(Oc2ccc(S(=O)(=O)N(CCO)CCO)cc2)cc1)N(CCO)CCO	0%	-2.0	1%	-3%	0	-1%	30%[activator]	-23%	-4%
13	CCCCN1C[C@H](Cc2ccccc2)[C@@H](CC(=O)Nc2ccc(OC)cc2)C1=O	0%	-2.5	0%	4%	0	2%	-14%	-24%	-6%

(further entries)
item	canonical_smiles	GLP1R ag	IL-2 act	GLP1R cytotox	PLK1 PBD inh	PI5P4Ka inh	EPAC1 ag	GLP1R inv ag	PTHR1 agonist	EPAC1 antagonist
21	CCCn1ncc(/C=N/O)c1C	-4%	-1.6	-31%	-5%	1	1%	-16%	i	?
22	OC(CNCC#Cc1ccccc1)c1ccccc1 (stereo not drawn)	?	-0.2	-5%	0%	2	-7%	15%	?	14%
23	O=C(Cn1c(=O)sc2ccccc21)NCc1ccco1	-7%	4.3	-7%	-3%	-2	-2%	6%	i	11%
24	OC(c1ccc(F)c(F)c1)c1nc(-c2csc3ccccc23)cs1 (stereo not drawn)	9%	-0.6	1%	-2%	22	3%	?	i	-8%
25	CC(C)(C)c1ccc(C(=O)N/N=C2\C3CN4CCN(C3)CC2(c2ccccc2)C4)cc1	-21%	0.6	15%	-3%	9	-10%	3%	-22%	5%
26	Cc1noc(C)c1C(=O)OCC(=O)N(C)C1(C#N)CCCCC1	2%	0.6	3%	-10%	0	10%	8%	i	-3%
27	CN1N=C(c2ccc(F)c(F)c2)CSC1=NCc1ccccc1	4%	4.5	-4%	-4%	2	-3%	9%	-2%	-11%
28	CCn1c(C)nc2cc(S(=O)(=O)N3CCCCC3)ccc21	-9%	-3.6	15%	-8%	1	0%	0%	-20%	6%
29	Oc1ccc2ccccc2c1CNn1cnnc1	-1%	2.3	6%	-15%	.	3%	0%	i	5%
30	O=C(COc1ccc(Cl)cc1)N1CCCCCCC1	15%	-2.5	-3%	-5%	1	-4%	?	i	-11%
31	COc1ccc(OC)c(-c2csc(NC(=O)C3c4ccccc4Oc4ccccc43)n2)c1	-18%	-0.3	12%[1.53 µM]	2%	9	19%	?	i	10%
32	CC(C)Oc1ccc(CN2CCC2(C)C(=O)NCc2cccc3ccccc23)cc1 (stereo not drawn)	-1%	0.3	3%	-2%	27	-7%	?	-22%	0%
33	O=C(COc1ccccc1[N+](=O)[O-])Nc1ccccc1N1CCCC1	18%	-3.3	13%	-11%	1	-8%	7%	-27%	-21%
34	S=C(Nc1ccc(Br)cc1)NC1CCCCC1	-5%	-0.6	?	-2%	0	2%	?	-47%[inhibitor]	-19%
35	Cc1ccccc1OCCNC(=S)Nc1ccccc1	24%	0.0	?	-6%	7	6%	?	-48%[inhibitor][57.5 µM]	-18%
36	CCOC(=O)/C(C#N)=C/c1cccc([N+](=O)[O-])c1	-4%	-3.1	2%	-7%	0	17%	-11%	-4%	-1%
37	CCO[C@H]1OC(C(=O)N2CCOCC2)=C[C@@H](c2coc3ccccc3c2=O)[C@@H]1CCCO	8%	-0.2	3%	-15%	-1	-22%	11%	i	?
38	Cn1nnnc1SCC(=O)Nc1nc2ccccc2s1	1%	-0.1	2%	-5%	6	7%	-1%	-23%	-17%
39	Cc1cc(C)n2cc(CSc3ncn[nH]3)nc2n1	3%	-3.4	-9%	-19%	0	-4%	8%	-39%[inhibitor]	7%
40	CCc1[nH]nc(C(=O)N2CCCC(CNS(=O)(=O)c3cccs3)C2)c1C (stereo not drawn)	12%	-0.4	-4%	-8%	0	10%	12%	i	7%

item	canonical_smiles	GLP1R ag	IL-2 act	GLP1R cytotox	PLK1 PBD inh	PI5P4Ka inh	EPAC1 ag	GLP1R inv ag	PTHR1 agonist	EPAC1 antagonist
41	COC(=O)c1ccc2cc(C)cc(C)c2n1	-4%	3.3	2%	-3%	4	-7%	1%	-15%	-18%
42	Cc1ccc(C(=O)NNC(=S)Nc2cccc(Cl)c2Cl)cc1[N+](=O)[O-]	-10%	1.4	-3%	?	.	-15%	0%	-17%[57.5 µM]	1%
43	O=C(NCc1ccco1)C(c1ccccc1)N(Cc1ccccc1)C(=O)Cn1nnc2ccccc21 (stereo not drawn)	-6%	-2.2	-20%	-16%	-4	7%	?	i	22%
44	CCc1sc(N(C(=O)Cc2ccccc2)c2cccc(F)c2)nc1-c1ccc(C)cc1	0%	0.0	13%	8%	-1	2%	2%	-10%[57.5 µM]	4%
45	COc1cc(NC(=O)c2ccc(F)cc2)c(OC)cc1Cl	1%	1.3	10%	-14%	-1	11%	?	-3%[57.5 µM]	-17%
